# RGS4 inh: human RGS4 inhibition | Transcreener GDP fluorescence polarization, RGS4-accelerated GTP hydrolysis | Potency, µM (series often up to 114 µM), for the others: top-dose activity change, negative = inhibition, actives largely listed as inhibitors | 390,000 tested, 0.039% active | AID 504845; also: potency is read from the fitted curve at half-maximal effect; % is scaled to controls: 0 for no effect and ±100 for the full control effect; nearly all actives have a fitted effect of over 75% in size; some results filed as inactive show a strong effect at the top dose
#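 MLSMR compounds (23 nl, pin-transferred) preincubated 10 min at room temperature with a 500nM (2x) first reagent, then RGS4 at 900nM (2x) plus Transcreener GDP mix added; fluorescence polarization (620/688 nm) read before and after 90 min at 30 °C.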
# POLH inh: inhibitors of human DNA polymerase eta; recombinant Pol eta, fluorescent DNA replication assay; AID 588591; 390,000 tested, 1.2% active; Potency, µM (doses to about 114 µM), without a hit: top-dose activity change, negative = inhibition, usual class: inhibitors; also: potency is read from the fitted curve at half-maximal effect; % is scaled to controls: 0 for no effect and ±100 for the full control effect
#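 Pol eta at 10 nM preincubated with compounds 15 min at room temperature; reaction started with fluorescent substrate (50 nM final) and read kinetically at 0 and 10 min.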
# Pol beta inh: DNA polymerase beta (human) inhibition; P06746; Pol beta primer extension/strand displacement, fluorescence kinetic; Potency, µM (series often up to 114 µM), inactives show at the highest dose activity change, negative = inhibition, most hits filed as inhibitors; 340,000 tested, 1.3% active; also: potency is read from the fitted curve at half-maximal effect; % is scaled to controls: 0 for no effect and ±100 for the full control effect
#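 Reaction started by 50 nM substrate onto compound-treated Pol beta (10 nM, 15 min preincubation, room temperature); plates read at 0 min and 10 min. Normalized concentration-effect data fitted by four-parameter Hill equation.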
# Anesthetic bind: binds horse apoferritin like a general anesthetic; P02791; apoferritin/1-aminoanthracene competitive binding, fluorescence; Potency, µM (highest dose often 77.5 µM), inactives show at the highest dose activity change, negative = displacement, usual class: inhibitors; 350,000 tested, 0.074% active; AID 485281; also: potency is read from the fitted curve at half-maximal effect; % is scaled to controls: 0 for no effect and ±100 for the full control effect; nearly all actives have a fitted effect of over 20% in size
# Target sequence (P02791 2-175 limits assumed): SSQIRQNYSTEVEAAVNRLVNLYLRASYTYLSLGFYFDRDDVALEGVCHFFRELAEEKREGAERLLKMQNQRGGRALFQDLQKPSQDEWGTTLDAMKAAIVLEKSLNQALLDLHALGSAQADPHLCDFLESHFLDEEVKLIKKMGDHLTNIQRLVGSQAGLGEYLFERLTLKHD
#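 Horse-spleen apoferritin (10 uM) was mixed with 50% saturated 1-aminoanthracene in PBS, exposed to compounds for 10 min at room temperature, and read for fluorescence (ex 380 nm, em 535 nm). Competitive displacement was fitted with a four-parameter Hill equation.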
# ERG-DNA inh: inhibitors of human ERG Ets domain-DNA interaction; fluorescence polarization, His-ERG Ets domain / labelled DNA; Potency, µM (doses to about 76.9 µM), inactives show top-dose FP activity, negative = inhibition, usual class: inhibitors; 370,000 tested, 0.028% active; AID 624246; active = well fitted inhibition curve with a large enough effect in the polarisation, with a control signal flat; inconclusive = small, poorly fitted or top-dose-only effect, or effect the other way, or a change in a side signal; inactive = no such curve, though single readings can be large or run the other way; the % refers to the polarisation;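 also: polarization taken with two DNA probes labelled with fluorescein and Texas red; potency is read from the fitted curve at half-maximal effect; % of control where 0% means no effect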
#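 His-tagged ERG Ets domain (1 uM in the protein solution; 300mM KCl, 50mM Tris-HCl, 1mM EDTA, 1mM DTT, pH 7.5) received compound, then a probe mix of 5 nM fluorescein-DNA and 100nM Texas-615-DNA. Fluorescence polarization was read for both dyes.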
# 12-LOX inh: inhibitors of human 12S-lipoxygenase ALOX12; P18054; purified 12hLO, xylenol orange hydroperoxide absorbance; Potency, µM (top dose mostly 108 µM), inactives show at the top dose activity change, negative = inhibition, most hits filed as inhibitors; 580,000 tested, 1.1% active; AID 1671190; also: potency is read from the fitted curve at half-maximal effect; % is scaled to controls: 0 for no effect and ±100 for the full control effect
#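 Purified human 12hLO at 150 nM in 25 mM Hepes, 0.01% Triton X-100, pH 7.0, preincubated 15 min at room temperature with compound. Reaction started with 40 uM arachidonic acid, 30 min at room temperature. Hydroperoxide measured by Fe-xylenol orange, 573/405 nm absorbance ratio.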
# LDHA block: LDHA (human) enzyme inhibition; P00338; purified LDHA, NADH/diaphorase-resazurin fluorescence; hits give low values; activity change, % (values are at about 110 or 230 µM); 480,000 tested, 0.15% active; in the data active = activity change below about -30%; inconclusive = mostly about -25% to -30%;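 also: plate controls were DMSO wells for no effect and wells without enzyme for full effect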
#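 Resorufin fluorescence (ex540/em590), read at 0 and 20 min after diaphorase/resazurin addition, reports the NADH left after a 5 min room-temperature reaction of 2 nM human LDH5 with 0.06 mM NADH and 0.2 mM pyruvate.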
# APEX1 inh: APE1 (human) endonuclease inhibition. Potency, µM (titrated, usually from 65.8 µM), for the others: top-dose activity change, negative = inhibition, most hits filed as inhibitors. P27695. recombinant APE1, TAMRA/BHQ-2 abasic DNA cleavage fluorescence. 350,000 tested, 0.35% active;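 also: potency is read from the fitted curve at half-maximal effect; plate controls were vehicle for no effect and reference inhibitor for full effect; nearly all actives have a fitted effect of over 55% in size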
#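 Readout is kinetic fluorescence (ex 525, em 598 nm) from cleavage of 50 nM TAMRA/BHQ-2 THF abasic duplex by 0.75 nM APE1, compound added 15 min beforehand at RT.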
# Pol kappa inh: blocks human DNA polymerase kappa activity. Q9UBT6. Potency, µM (series often up to 107 µM), inactives show top-dose activity, negative = inhibition, most hits filed as inhibitors. purified Pol kappa, fluorescent DNA synthesis assay, 10 min. 400,000 tested, 0.53% active; also: potency is read from the fitted curve at half-maximal effect; % is scaled to controls: 0 for no effect and ±100 for the full control effect
# Target sequence (Q9UBT6 whole entry, looked up): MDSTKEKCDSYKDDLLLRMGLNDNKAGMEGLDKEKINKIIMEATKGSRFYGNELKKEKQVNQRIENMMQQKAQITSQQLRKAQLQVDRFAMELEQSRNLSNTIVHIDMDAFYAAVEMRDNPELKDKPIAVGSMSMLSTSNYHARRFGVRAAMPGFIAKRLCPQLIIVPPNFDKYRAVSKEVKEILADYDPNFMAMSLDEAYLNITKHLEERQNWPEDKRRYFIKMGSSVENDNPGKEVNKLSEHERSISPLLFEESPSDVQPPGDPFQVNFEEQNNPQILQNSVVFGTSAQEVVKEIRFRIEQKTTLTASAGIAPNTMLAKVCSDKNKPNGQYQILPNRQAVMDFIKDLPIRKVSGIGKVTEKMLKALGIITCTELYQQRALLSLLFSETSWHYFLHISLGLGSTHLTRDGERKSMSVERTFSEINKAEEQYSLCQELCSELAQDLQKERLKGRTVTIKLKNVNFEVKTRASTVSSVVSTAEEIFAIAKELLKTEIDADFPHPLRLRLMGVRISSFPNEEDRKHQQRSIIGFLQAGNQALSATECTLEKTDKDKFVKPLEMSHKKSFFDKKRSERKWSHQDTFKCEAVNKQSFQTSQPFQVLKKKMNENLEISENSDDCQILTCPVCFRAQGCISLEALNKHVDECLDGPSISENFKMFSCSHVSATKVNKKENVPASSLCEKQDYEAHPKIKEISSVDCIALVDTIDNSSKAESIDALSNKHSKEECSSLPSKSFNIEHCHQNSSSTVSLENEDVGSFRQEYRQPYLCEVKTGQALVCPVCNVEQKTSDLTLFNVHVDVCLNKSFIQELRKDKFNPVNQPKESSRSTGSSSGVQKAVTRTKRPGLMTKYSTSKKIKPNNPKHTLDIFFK
#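 Pol kappa 10 nM + cpd, 15 min RT; start w/ substrate 50 nM final; fluorescence kinetic read, 0 and 10 min. Neg ctrl: buffer, no enzyme.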
# * marks the source's active call; other numbers are inactive results; i = inactive; ? = inconclusive; / = not tested or not shown; & = joins results of further samples; [ ] = remark or other dose. Unless noted, calls follow the shape of the dose curve; as a rule, active = well fitted curve in the direction sought with a large enough effect; inconclusive = small, poorly fitted or top-dose-only effect, or another doubt; inactive = no such curve, though single readings can be large; an effect the other way counts as inactive or inconclusive. The list is partial; rates above refer to the full screens.
# The opening 2 records, to show the layout:
# Order of values: RGS4 inh	POLH inh	Pol beta inh	Anesthetic bind	ERG-DNA inh	12-LOX inh	LDHA block	APEX1 inh	Pol kappa inh
COc1ccc(CNC(=O)CSc2nnc3c(Cl)cc(C(F)(F)F)cn23)cc1OC
    -20%	0%	?	-15%	-18%	-8%	-2	4%	-9%
Cc1ccc(NC(=O)CS(=O)(=O)c2cn(C)c3ccccc23)c(C)c1
    0%	-5%	7%	-3%	15%	-4%	-2	2%	-14%

# The listing, from the start:
# Order of values: RGS4 inh	POLH inh	Pol beta inh	Anesthetic bind	ERG-DNA inh	12-LOX inh	LDHA block	APEX1 inh	Pol kappa inh
COc1ccc(CNC(=O)CSc2nnc3c(Cl)cc(C(F)(F)F)cn23)cc1OC
    -20%	0%	?	-15%	-18%	-8%	-2	4%	-9%
Cc1ccc(NC(=O)CS(=O)(=O)c2cn(C)c3ccccc23)c(C)c1
    0%	-5%	7%	-3%	15%	-4%	-2	2%	-14%
CCOC(=O)Cc1csc(NC(=O)CCc2ccc(S(=O)(=O)N3CCOCC3)cc2)n1
    12%	-16%	-2%	-16%	/	-21%	-3	0%	-4%
C=CCn1c(=O)c2ccccc2n2c(SCC(=O)NC(C)C)nnc12
    -14%	-7%	3%	-7%	-7%	9%	-1	15%	18%
CC12CCC(=O)N1C(C(=O)Nc1nnc(SCc3ccccc3F)s1)CS2 (centres undefined)
    -22%	0%	-15%	-22%	-3%	-4%	-6	-1%	-5%
O=C(Nc1ccc2oc(-c3cccnc3)nc2c1)c1ccc([N+](=O)[O-])o1
    -21%	-17%	?	-10%	-4%	48%[activator]	-10	1%	4%
CN(C)CCC(Oc1ccccc1OCc1ccccc1)c1ccccc1 (centres undefined)
    -8%	-15%	/	/	-6%	0%	-9	/	8%
O=C(NCc1n[nH]c(=S)n1-c1ccc(F)cc1)c1ccc(S(=O)(=O)N2CCCCC2)cc1
    -23%	-15%	-27%	-6%	5%	?	-1	35%	-4%
COc1cc(C(=O)Nc2ccccn2)cc(OC)c1OC
    -19%	-9%	6%	-10%	-1%	0%	-3	-12%	-11%
COc1cccc(CNC(=O)c2ccc(CNS(=O)(=O)c3ccc(C)cc3)cc2)c1
    -3%	?	2%	76%[activator]	1%	?	5	/	-9%[60.1 µM]
CN1CCN(C(c2ccc(Cl)cc2)c2cc(Cl)c3cccnc3c2O)CC1 (centres undefined)
    ?	?	12%	-13%	0%	10µM*	1	32%	-9%
Fc1ccccc1Cn1nnc2c(-n3ccnc3)ncnc21
    ?	-3%	2%	?	-2%	0%	5	-1%	6%
COc1ccccc1Nc1nc(-c2cccc([N+](=O)[O-])c2)cs1
    -2%	-19%	-4%	-2%	4%	-13%	1	?	-1%
Cc1ccc(/C=C2\Oc3cc(OCC(=O)NN)ccc3C2=O)o1
    -33%[56.9 µM]	-19%	0%	-9%	-4%	-10%	-7	17%	-13%
COc1cc2nc(SCc3ccc(C(F)(F)F)cc3)n(Cc3cccs3)c(=N)c2cc1OC
    10%	-15%	-24%	-9%	4%	-15%	0	11%	-4%
COc1cccc(NC(=O)Nn2cnnc2)c1
    -6%	-2%	18%	-7%	-20%	i	1	-9%	14%
CC(NC(=O)c1ccc2c(c1)CCN2S(C)(=O)=O)c1ccccc1 (centres undefined)
    -6%	-1%	6%	-3%	-2%	?	-2	/	-3%
COc1ccc(CN2C[C@H](Cc3ccccc3)[C@@H](CC(=O)Nc3ccccc3)C2=O)cc1
    4%	-11%	-16%	60%[activator]	-11%	1%	-4	-21%	-18%&-6%
Cc1ccc2nc(NC(=O)c3ccc(N4C(=O)CCC4=O)cc3)sc2c1
    -19%	-2%	-1%	-5%	0%	?	3	3%	-9%
Cc1cccc(NC(=O)CSc2nc(N)c(NC(=O)c3ccccc3F)c(=O)[nH]2)c1
    -16%	-21%	15%	-1%	0%	-9%	-2	82%[activator]	0%
Cc1ccc(N2C(=O)[C@@H]3C(C(=O)CCN4C(=O)c5ccccc5C4=O)=NN[C@@H]3C2=O)cc1
    -4%	-25%	6%	-10%	1%	-18%	-5	2%	0%
COc1ccc([C@@H]2CC=C(C(=O)O)[C@H](c3ccc(Br)cc3)N2S(=O)(=O)c2ccc(C)cc2)cc1OC
    -25%	-12%	/	/	-2%	?	2	23%	-13%
COc1ccc(CCNC(=O)CNS(=O)(=O)c2cccs2)cc1OC
    9%	11%	8%	-9%	/	26%	5	1%	-3%
Cc1cc(Cl)ccc1OCC(=O)NCCC(=O)O
    12%	0%	6%	-9%	/	3%	-9	-4%	-6%
Cc1ccc(-n2nc3c(=O)n(CCCC(=O)NCCc4ccccc4Cl)nc(C)c3c2C)cc1
    18%	-17%	-6%	5%	-2%	3%	-11	/	-3%
COc1ccccc1Nc1cc(C)nc(Nc2ccccc2OC)n1
    -26%	-26%	/	/	-7%	?	-18	11%	-17%
CCc1ccc(OCC2c3cc(OC)c(OC)cc3CCN2C(=O)COc2ccccc2)cc1 (centres undefined)
    8%	-19%	16%	60%[activator]	12%	-1%	-1	/	-10%[60.1 µM]
CCCCn1c(N)c(N(C)C(=O)c2cc3c(s2)CCCCC3)c(=O)[nH]c1=O
    17%	-16%	/	/	-1%	-7%	-9	-3%	-9%
Cc1ccc(OCC(=O)N(Cc2ccco2)Cc2ccc(C)o2)cc1
    4%	-19%	9%	6%	1%	-14%	-3	/	-6%
COc1ccccc1-c1coc2cc(OC(=O)/C=C/c3ccccc3)ccc2c1=O
    -6%	-3%	24%	7%	10%	4%	-11	5%	8%
C=CCc1cccc2cc(C(=O)Nc3ccccc3C(=O)O)c(=O)oc12
    -33%	45µM*	?	-7%	1%	?	8	-1%	-40%
COc1ccc(CC(=O)N/N=C(\C)CC(=O)NCc2ccco2)cc1OC
    3%	-6%	3%	-9%	2%	157%[activator]	-4	0%	-10%
CC1=NN(C(=O)c2ccc(Br)cc2)C(O)(C(F)(F)OC(F)(F)F)C1 (centres undefined)
    -8%	-15%	0%	?	0%	0%	-5	-1%	-14%
COc1ccc(-c2nc(C#N)c(N3CCN(c4cccc(Cl)c4)CC3)o2)cc1OC
    11%	-5%	-25%	0%	/	20%	-9	0%	-17%
NS(=O)(=O)c1ccc(NNC(=O)c2ccc(Br)o2)c([N+](=O)[O-])c1
    -10%	-15%	/	/	0%	-2%	3	31%	-23%
Cn1nnnc1SCCCNCc1ccc(Cl)cc1
    6%	-28%	1%	2%	-4%	-17%	0	/	-5%
COc1cccc(-c2ccc(NC(=O)C3CCCN(Cc4cnn(C(C)C)c4)C3)cc2)c1 (centres undefined)
    29%	-2%	4%	?	1%	127%[activator]	-4	8%	-9%
O=C1CC2(CCN(C(=O)C(=O)c3c[nH]c4ccccc34)CC2)Oc2ccccc21
    1%[11.4 µM]	-9%	14%	-18%	-8%	2%	-2	2%	4%
O=C(N/N=C/C=C\c1ccco1)c1ccccn1
    ?	?	?	-16%	0%	0%	21	?	50µM*
CCn1c(CN2c3ccccc3Sc3ccccc32)n[nH]c1=S
    -15%	-7%	5%	-4%	-5%	8.9µM*	-18	7%	0%
Cn1nc(C(=O)NCc2cccc(F)c2)cc1C(=O)NCc1cccc(F)c1
    -2%	-14%	/	/	1%	0%	-3	-8%	7%
O=C(N/N=C/c1ccccc1[N+](=O)[O-])C(=O)N1CCCC1
    -14%	-10%	0%	-7%	3%	-7%	-2	2%	2%
Cc1nc2c(oc3ccccc32)c(=O)o1
    37%	-3%	2%	-21%	-2%	?	-7	0%	-17%
COC(=O)c1sc(N)c(C(=O)OC)c1COC(=O)CCNS(=O)(=O)c1ccc(C)cc1
    12%	?	10%	-8%	-7%	-29%	-5	8%	-9%
CN(C)CCOc1ncnc2c1oc1ccccc12
    14%	-15%	17%	-9%	6%	12%	-4	-3%	-3%
Cc1csc(NC(=O)CSc2nncc(=O)n2N)n1
    -8%	-16%	-20%	2%	0%	0%	-6	-3%	-8%
CC(=O)NC(c1ccco1)c1ccc2cccnc2c1O (centres undefined)
    13%	?	23%	-13%	-3%	/	8	2%	-20%
NS(=O)(=O)c1ccc(NC(=O)CSc2nc3c(cnn3-c3ccccn3)c(=O)[nH]2)cc1
    -8%	-11%	/	/	-6%	?	-9	7%	-5%
CCN(CC)C(=O)C1CCCN(C/C=C/c2ccccc2[N+](=O)[O-])C1 (centres undefined)
    -8%	-12%	2%	-5%	-5%	?	-15	-20%	-14%
COc1ccc2cc(CCl)c(Cl)nc2c1
    -14%	4%	11%	-9%	4%	-22%	1	11%	11%
COc1ccc(C(=O)NCC(c2cccnc2)N2CCN(c3ccccc3OC)CC2)cc1 (centres undefined)
    1%	-17%	-10%	-10%	-2%	4%	-9	/	-6%
COc1ccc(NC2CCCN(C(=O)CN3CCOC3=O)C2)cc1 (centres undefined)
    -37%	-5%	0%	-9%	-6%	?	3	-8%	-16%
CCCn1c(=O)c2sccc2n2c(CCCC(=O)Nc3ccc(Oc4ccc(Cl)cc4)cc3)nnc12
    -1%	-9%	3%	?	-1%	-24%	-9	/	-4%

# Screens (PubChem)
